Compound activity (PubChem)
ALOX12 inh: inhibitors of human 12S-lipoxygenase ALOX12. 1.1% of 580,000 active. P18054. Potency, µM (doses to about 108 µM), for the others: top-dose activity change, negative = inhibition, usual class: inhibitors. purified 12hLO, xylenol orange hydroperoxide absorbance; further: on the % scale 0 is the no-effect control and ±100 the full control effect
Target sequence (P18054 whole entry, looked up): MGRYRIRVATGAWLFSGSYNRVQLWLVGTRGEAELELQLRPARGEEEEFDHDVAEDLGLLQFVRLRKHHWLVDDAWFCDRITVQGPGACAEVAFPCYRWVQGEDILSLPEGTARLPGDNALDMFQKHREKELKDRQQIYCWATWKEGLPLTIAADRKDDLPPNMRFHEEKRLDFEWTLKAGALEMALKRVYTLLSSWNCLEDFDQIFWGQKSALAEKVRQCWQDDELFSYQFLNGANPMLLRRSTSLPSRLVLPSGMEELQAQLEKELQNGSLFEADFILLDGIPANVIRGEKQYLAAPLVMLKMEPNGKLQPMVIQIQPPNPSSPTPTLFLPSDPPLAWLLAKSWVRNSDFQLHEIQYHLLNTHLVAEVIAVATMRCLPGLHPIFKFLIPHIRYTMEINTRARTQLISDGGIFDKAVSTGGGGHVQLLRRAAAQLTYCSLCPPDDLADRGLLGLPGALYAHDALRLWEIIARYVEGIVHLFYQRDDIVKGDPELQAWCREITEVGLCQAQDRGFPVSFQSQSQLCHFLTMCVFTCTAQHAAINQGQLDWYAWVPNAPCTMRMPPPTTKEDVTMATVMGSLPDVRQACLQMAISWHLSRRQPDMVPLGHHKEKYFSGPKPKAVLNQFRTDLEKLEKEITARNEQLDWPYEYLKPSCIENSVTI
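Purified human 12hLO at 150 nM in 25 mM Hepes, 0.01% Triton X-100, pH 7.0, preincubated 15 min at room temperature with compound. Reaction started with 40 uM arachidonic acid, 30 min at room temperature. Hydroperoxide measured by Fe-xylenol orange, 573/405 nm absorbance ratio.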
JMJD2A Tudor: JMJD2A Tudor domain (human) inhibition; AlphaScreen JMJD2A-Tudor / H3K4me3 peptide binding; Potency, µM (titrated, usually from 114 µM), inactives show at the highest dose activity change, negative = inhibition, hits mostly inhibitors; 4.4% of 390,000 active; further: on the % scale 0 is the no-effect control and ±100 the full control effect; nearly all actives have a fitted effect of over 50% in size
GLS inhibitor: glutaminase GLS (human) inhibition; GLS enzymatic activity, qHTS titration; AID 624170; 0.21% of 410,000 active; Potency, µM (titrated, usually from 45.5 µM), for inactives: top-dose activity change, negative = inhibition, hits mostly inhibitors; further: on the % scale 0 is the no-effect control and ±100 the full control effect
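Coupled fluorescence readout: glutamate oxidase/HRP/Amplex Red detect glutamate formed by hKGA from L-glutamine (1 mM solution added). Buffer 45 mM KH2PO4 pH 8.2, 0.02% Tween-20; reads at t0 and 30 min RT.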
RGS4 inhibitor: blocks human RGS4-accelerated GTP hydrolysis; Transcreener GDP fluorescence polarization, RGS4-accelerated GTP hydrolysis; Potency, µM (series often up to 114 µM), inactives show at the highest dose activity change, negative = inhibition, usual class: inhibitors; 0.039% of 390,000 active; further: on the % scale 0 is the no-effect control and ±100 the full control effect; nearly all actives have a fitted effect of over 75% in size; some results filed as inactive show a strong effect at the top dose
Target sequence (P49798 whole entry, looked up): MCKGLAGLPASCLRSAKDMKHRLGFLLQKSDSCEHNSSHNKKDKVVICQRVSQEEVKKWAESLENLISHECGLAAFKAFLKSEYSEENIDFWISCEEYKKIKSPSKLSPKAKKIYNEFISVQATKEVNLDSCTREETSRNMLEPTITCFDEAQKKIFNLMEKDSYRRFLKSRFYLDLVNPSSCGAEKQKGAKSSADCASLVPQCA
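MLSMR compounds (23 nl, pin-transferred) preincubated 10 min at room temperature with a 500nM (2x) first reagent, then RGS4 at 900nM (2x) plus Transcreener GDP mix added; fluorescence polarization (620/688 nm) read before and after 90 min at 30 °C.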
TrxR1 inh: blocks rat thioredoxin reductase 1. O89049. recombinant rTrxR1, NADPH fluorescence consumption, selenite substrate. Potency, µM (highest dose often 114 µM), for inactives: top-dose activity change, negative = inhibition, hits mostly inhibitors. 1% of 390,000 active. AID 588453; further: on the % scale 0 is the no-effect control and ±100 the full control effect; nearly all actives have a fitted effect of over 65% in size
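Rat TrxR1 (90 nM in the dispensed reagent) was pre-reduced with 400 uM NADPH for 5 min at room temperature, then incubated with compound for 15 min. After 400 uM selenite was added, NADPH fluorescence (Ex 340/Em 450 nm) was followed for 8 min.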
ERG Ets-DNA blk: ERG Ets/DNA interaction inhibition | P11308 | fluorescence polarization, His-ERG Ets domain / labelled DNA | Potency, µM (titrated, usually from 76.9 µM), for the others: top-dose FP activity, negative = inhibition, most hits filed as inhibitors | 0.028% of 370,000 active; active means well fitted inhibition curve with a large enough effect in the polarisation, with a control signal flat; inconclusive means small, poorly fitted or top-dose-only effect, or effect the other way, or a change in a side signal; inactive means no such curve, though single readings can be large or run the other way; the % refers to the polarisation;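 further: polarization taken with two DNA probes labelled with fluorescein and Texas red; % of control where 0% means no effect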
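His-tagged ERG Ets domain (1 uM in the protein solution; 300mM KCl, 50mM Tris-HCl, 1mM EDTA, 1mM DTT, pH 7.5) received compound, then a probe mix of 5 nM fluorescein-DNA and 100nM Texas-615-DNA. Fluorescence polarization was read for both dyes.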
HP1b chromo inh: blocks HP1-beta chromodomain binding to methylated histone tails. Potency, µM (doses to about 114 µM), for the others: top-dose activity change, negative = inhibition, usual class: inhibitors. P83916. AlphaScreen HP1-beta / biotin-H3K9me3 peptide binding. 0.56% of 390,000 active; further: nearly all actives have a fitted effect of over 70% in size; inactives centre near 23
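Compound inhibition of the preformed complex between 50 nM HP1-beta and 50 nM biotinylated H3K9me3 peptide was read by AlphaScreen. Buffer was PBS pH 7.4 with 0.01% Tween-20. Incubations ran 30 min at room temperature, with 10 ug/mL donor/acceptor beads.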
Pin1 inhibitor: inhibitors of human Pin1. Q13526. Pin1 FP peptide displacement, HiFluor488, 10 min. Potency, µM (highest dose often 115 µM), for the others: at the highest dose activity, negative = inhibition, hits mostly inhibitors. 0.009% of 390,000 active. AID 504891; active means well fitted inhibition curve with a large enough effect in the polarisation, with a control signal flat, not every such curve was filed as active; inconclusive means small, poorly fitted or top-dose-only effect, or effect the other way, or a change in a side signal; inactive means no such curve, though single readings can be large or run the other way; the % refers to the polarisation; further: on the % scale 0 is the no-effect control and ±100 the full control effect
Tb PGK inh: inhibitors of T. brucei phosphoglycerate kinase. 0.043% of 380,000 active. PGK/GAPDH coupled, Kinase-Glo luminescence, 60 min. P07378. Potency, µM (doses to about 57.5 µM), for inactives: at the highest dose activity change, negative = inhibition, actives largely listed as inhibitors; further: on the % scale 0 is the no-effect control and ±100 the full control effect; nearly all actives have a fitted effect of over 60% in size
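Recombinant glycosomal PGK reaction used 1,3-bisphosphoglycerate generated in-well by GAPDH (100nM final) in 100mM TEA pH 7.6, 5mM MgCl2, 0.01% Tween-20. After 60 minutes at room temperature, ATP was read by Kinase-Glo Plus luminescence end-point.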
Active calls of the source: *; i = inactive; ? = inconclusive; · = no result given; & = joins results of further samples; [ ] = dose if it differs, or a comment. Unless noted, the call rests on the fitted dose curve; in most records, active means well fitted curve in the direction sought with a large enough effect; inconclusive means small, poorly fitted or top-dose-only effect, or another doubt; inactive means no such curve, though single readings can be large; an effect the other way counts as inactive or inconclusive. Potency means the concentration at half of the fitted maximal effect.

1: Cc1noc(C)c1S(=O)(=O)N(C)C[C@H]1Oc2c(NC(=O)NC3CCCCC3)cccc2C(=O)N([C@H](C)CO)C[C@@H]1C
2: Cc1cc(C)n(-c2ccc(C(=O)NCC(c3ccco3)N3CCCC3)cc2)n1 (stereo unspecified)
3: Cc1cc(NS(=O)(=O)c2ccc(NC(=O)CCSc3ccc(F)cc3)cc2)nc(C)n1
4: COC(=O)c1sccc1NC(=S)N1CCN(c2cccc(C)c2C)CC1
5: N#Cc1c(-c2cccs2)cc(-c2ccccn2)nc1N
6: COc1ccc2c(c1OC)C(=O)N(c1ncn[nH]1)C2
7: NC(=S)Nc1cccc2[nH]ccc12
8: COc1cccc(CNC(=O)CCS(=O)(=O)c2ccc3c(c2)CC(C)N3C(=O)C2CC2)c1 (stereo unspecified)
9: O=C(NC(Cc1ccccc1)c1nc2ccccc2[nH]1)c1cccc([N+](=O)[O-])c1 (stereo unspecified)
10: Cc1nc(SCC(=O)N2CCCc3ccccc32)c2oc3ccccc3c2n1

Compound	1	2	3	4	5	6	7	8	9	10
RGS4 inhibitor	16%	-9%	16%	-23%	0%	19%	-18%	-22%[56.9 µM]	14%	31%
GLS inhibitor	3%	1%	2%	-6%	-3%	7%	31%[activator]	-8%&-5%	-2%	-2%
JMJD2A Tudor	-15%	-6%	7%	0%	?	40µM*	-4%	-7%	-19%	-13%
TrxR1 inh	-13%[57.1 µM]	13%	9%	-25%	20%[57.1 µM]	-4%[57.1 µM]	10%	28%[57.1 µM]	0%	31%
Tb PGK inh	-6%	i	-8%	i	-2%	-1%	9%	-8%	i	·
HP1b chromo inh	35%	56%[activator]	49%[activator]	45%[activator]	61%[activator]	17%	28%	-2%&16%	23%	13%
ALOX12 inh	5%	19%	-12%	-3%	10%	-9%	-17%	-4%&-11%	-6%	1%[57.4 µM]
ERG Ets-DNA blk	2%	16%	-3%	·	-2%	-1%	-10%	-2%&1%	0%	2%
Pin1 inhibitor	6%	2%	-15%	8%	4%	0%	0%	-6%&-19%	0%	-4%

In the list so far, five contain a carbonyl joined to an NH by a bond outside any ring.
1: Cc1noc(C)c1S(=O)(=O)N(C)C[C@H]1Oc2c(NC(=O)NC3CCCCC3)cccc2C(=O)N([C@H](C)CO)C[C@@H]1C
2: Cc1cc(C)n(-c2ccc(C(=O)NCC(c3ccco3)N3CCCC3)cc2)n1 (stereo unspecified)
3: Cc1cc(NS(=O)(=O)c2ccc(NC(=O)CCSc3ccc(F)cc3)cc2)nc(C)n1
8: COc1cccc(CNC(=O)CCS(=O)(=O)c2ccc3c(c2)CC(C)N3C(=O)C2CC2)c1 (stereo unspecified)
9: O=C(NC(Cc1ccccc1)c1nc2ccccc2[nH]1)c1cccc([N+](=O)[O-])c1 (stereo unspecified)

Compound	1	2	3	8	9
RGS4 inhibitor	16%	-9%	16%	-22%[56.9 µM]	14%
GLS inhibitor	3%	1%	2%	-8%&-5%	-2%
JMJD2A Tudor	-15%	-6%	7%	-7%	-19%
TrxR1 inh	-13%[57.1 µM]	13%	9%	28%[57.1 µM]	0%
Tb PGK inh	-6%	i	-8%	-8%	i
HP1b chromo inh	35%	56%[activator]	49%[activator]	-2%&16%	23%
ALOX12 inh	5%	19%	-12%	-4%&-11%	-6%
ERG Ets-DNA blk	2%	16%	-3%	-2%&1%	0%
Pin1 inhibitor	6%	2%	-15%	-6%&-19%	0%

Fetched by compound from above:
8: COc1cccc(CNC(=O)CCS(=O)(=O)c2ccc3c(c2)CC(C)N3C(=O)C2CC2)c1 (stereo unspecified)
2: Cc1cc(C)n(-c2ccc(C(=O)NCC(c3ccco3)N3CCCC3)cc2)n1 (stereo unspecified)

Compound	8	2
RGS4 inhibitor	-22%[56.9 µM]	-9%
GLS inhibitor	-8%&-5%	1%
JMJD2A Tudor	-7%	-6%
TrxR1 inh	28%[57.1 µM]	13%
Tb PGK inh	-8%	i
HP1b chromo inh	-2%&16%	56%[activator]
ALOX12 inh	-4%&-11%	19%
ERG Ets-DNA blk	-2%&1%	16%
Pin1 inhibitor	-6%&-19%	2%

A few values from above:
HP1b chromo inh result of Cc1noc(C)c1S(=O)(=O)N(C)C[C@H]1Oc2c(NC(=O)NC3CCCCC3)cccc2C(=O)N([C@H](C)CO)C[C@@H]1C stands at 35%
ALOX12 inh result of Cc1cc(NS(=O)(=O)c2ccc(NC(=O)CCSc3ccc(F)cc3)cc2)nc(C)n1 stands at -12%
GLS inhibitor result of COc1cccc(CNC(=O)CCS(=O)(=O)c2ccc3c(c2)CC(C)N3C(=O)C2CC2)c1 (stereo unspecified) stands at -8%&-5%

Later entries
11: CC(C)(C)c1ccc(-c2cnco2)cc1
12: Cc1[nH]n(-c2ccccc2)c(=O)c1N=Nc1cccc(S(=O)(=O)N2CCOCC2)c1
13: CC(=O)OC1COC(n2ccc3cc([N+](=O)[O-])ccc32)C(OC(C)=O)C1OC(C)=O (stereo unspecified)
14: C=Cc1ccc(Cn2c(C(=O)O)c(CNC3CCCC3)c3ccc(C)cc32)cc1
15: Cc1ccc(C(=O)c2ccc(N3CCN(C)CC3)c([N+](=O)[O-])c2)cc1
16: Cc1ccc(C)c(OC(=O)CN2C(=O)c3ccccc3C2=O)c1
17: Cc1ccc(C)c(N=C2NC(=O)CS2)c1
18: Cc1ccc(S(=O)(=O)N(C)CC(=O)OCC(=O)Nc2ccccc2)cc1

Compound	11	12	13	14	15	16	17	18
RGS4 inhibitor	-4%	15%	9%	9%	-14%	-41%	-13%	7%[11.4 µM]
GLS inhibitor	-5%	7%	-10%	7%	-4%	6%	-11%	-8%
JMJD2A Tudor	-8%	56µM*	3%	-30%	?	3%	7%	-11%[11.4 µM]
TrxR1 inh	16%	3%	-23%	15%	-16%	12%[57.1 µM]	-3%[57.1 µM]	11%
Tb PGK inh	i	3%	-2%	-10%	i	-5%	-7%	0%
HP1b chromo inh	53%[activator]	?	32%	-19%	-23%	60%[activator]	26%	11%
ALOX12 inh	-3%	1%	0%[57.4 µM]	?	-21%	-6%	0%	5%
ERG Ets-DNA blk	-2%	8%	-1%	1%	8%	6%	-7%	18%
Pin1 inhibitor	6%	-1%	-3%	-11%	2%	0%	-8%	-3%

Only part of the results is shown (hit frequency here may not be typical).
